PP1 counter – blocks human PP1-alpha phosphatase, a PP5 counter-screen; P62136; purified PP1alpha, OMFP fluorescence; inhibition, % at 6.7 µM; actives 0.9% (n = 320,000); AID 2235;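 active = inhibition above the mean inhibition of all tested compounds plus 3 SD, computed separately for each screening campaign, cut at about 15% in these data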
Efflux pump mplx – inhibitors of Candida antifungal efflux pumps expressed in yeast. S. cerevisiae Candida pump triplex, Nile Red efflux. inhibition, % at 10 µM. AID 485275. actives 0.44% (n = 330,000);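 active = plate passing quality check with inhibition over a set limit, or well fluorescence over plate mean plus 4 SD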;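 note: Nile Red retained in pooled yeast measured as flow cytometry median fluorescence; 0% = buffer negative control and 100% = Enniatin B positive control; higher means more Nile Red kept so more efflux inhibition; some compounds called inactive have numbers as strong as hits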
procasp7 counter – counter-screen: procaspase-7 (human) activation; actives 0.093% (n = 330,000); P55210; activation, % at 8.5 µM; recombinant procaspase-7, Ac-DEVD-pNA absorbance 405 nm; D23A/D198A/D206A triple mutant, cannot self-cleave; scale: DMSO 0, 5 µM enzyme 100;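 active = percent activation above the screen-wide mean plus 3 SD, cut at about 25% in these data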
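Test system: Procaspase-7 triple mutant (PC-7 D3A). Also added: Ac-DEVD-pNA substrate, 400 µM as added. Schedule: 1 h enzyme–compound preincubation and 2 h substrate reaction, both 25 °C. Signal: p-Nitroaniline absorbance at 405 nm, read at 0 and 120 min. Control set: low DMSO alone, high DMSO plus 5 µM PC-7.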
proCasp3 act – activates human procaspase-3; P42574; recombinant procaspase-3 D3A, Ac-DEVD-pNA absorbance 405 nm; activation, % at 8.5 µM; actives 0.11% (n = 330,000); AID 463141;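 active = activation above the mean of all tested compounds plus 3 SD, cut at about 21% in these data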;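 note: 0% = DMSO alone and 100% = DMSO wells spiked with extra 5 µM PC-3 D3A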
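assay system = Procaspase-3 D3A mutant | signal = absorbance at 405 nm, 0 and 120 min | times = 1 h preincubation plus 2 h reaction at 25 °C | repeats = single replicate | read-out = % activation between DMSO and enzyme-spiked controls | medium = Zinc-free HEPES saline buffer with Triton X-100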
core dimer inh – blocks dimerization of HCV core protein; inhibition, % at 5 µM; actives 0.33% (n = 300,000); TR-FRET GST/Flag-core106 dimerization, 1536-well;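 active = inhibition above the mean of all tested compounds plus 3 SD, set per screening campaign, cut at about 45% in these data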
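System: GST-tagged and Flag-tagged HCV core protein residues 1-106 / Input: core106 proteins, GST 13.5 nM and Flag 17 nM / Buffer or medium: KF-containing HEPES buffer, pH 7.45, DTT, CHAPS, BSA / Probe or stimulus: Eu-anti-GST and XL665-anti-Flag labelled anti-tag antibodies / Schedule: 4 h, 22.5 °C incubation / Technique: TR-FRET 671 and 617 nm emission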
TPT1 inhibitor – C. albicans TPT1 enzyme inhibition. inhibition, % at 5 µM. actives 0.81% (n = 300,000). recombinant caTPT1, FP RNA substrate dephosphorylation;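 active = inhibition above the mean of all tested compounds plus 3 SD, set per screening campaign, cut at about 24% in these data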;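 note: plate controls were DMSO alone for no effect and ferristatin control at 100 nM for full effect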
PP5 primary – inhibitors of human protein phosphatase 5 (PP5). AID 1987. purified PP5c, OMFP substrate fluorescence. P53041. actives 0.18% (n = 320,000). inhibition, % at 6.7 µM;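 active = inhibition above the campaign's mean inhibition across all tested compounds plus 3 SD, cut at about 9.5% in these data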;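 note: 0% = DMSO only and 100% = 100 µM cantharidin control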
Target sequence (P53041 whole entry, looked up): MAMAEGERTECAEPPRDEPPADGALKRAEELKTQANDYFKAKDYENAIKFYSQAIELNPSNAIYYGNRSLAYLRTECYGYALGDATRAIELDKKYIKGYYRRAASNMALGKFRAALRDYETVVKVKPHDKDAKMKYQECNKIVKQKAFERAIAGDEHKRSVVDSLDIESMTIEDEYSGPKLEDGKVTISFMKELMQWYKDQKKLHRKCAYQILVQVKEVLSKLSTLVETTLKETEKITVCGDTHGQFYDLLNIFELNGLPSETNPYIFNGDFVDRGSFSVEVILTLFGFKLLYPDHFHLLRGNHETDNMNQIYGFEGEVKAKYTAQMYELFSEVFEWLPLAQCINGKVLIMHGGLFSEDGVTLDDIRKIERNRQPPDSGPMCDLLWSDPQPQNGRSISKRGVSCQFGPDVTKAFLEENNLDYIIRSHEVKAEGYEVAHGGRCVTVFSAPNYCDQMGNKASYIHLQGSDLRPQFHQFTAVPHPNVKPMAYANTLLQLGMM
Fh CTSL1 inh – cathepsin L1 inhibition, PFM18AAP counter-screen | recombinant F. hepatica cathepsin L1, Z-Leu-Arg-MCA fluorescence | inhibition, % at 5.96 µM | actives 0.49% (n = 300,000);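 active = inhibition above the mean of all tested compounds plus 3 SD, set per screening campaign, cut at about 17% in these data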;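 note: 0% = plate median of test compound wells and 100% = 1 µM Z-Phe-Ala-diazomethylketone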
JMJD2C inh – human JMJD2C demethylase inhibition; GST-JMJD2C(1-420) H3K9me3 demethylation, DELFIA europium; Q9H3R0; actives 0.069% (n = 330,000); inhibition, % at 2.35 µM;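 active = more than half of a compound's replicate wells show inhibition beyond 50%, single wells judged on their own value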;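 note: signal counts dimethyl H3K9 product captured on neutravidin plate; 0% = median of DMSO wells and 100% = 0.3 times that DMSO median; strong numbers were not always called active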
The depositor's hits bear a star; . = not tested or not shown; & = joins results of further samples; ! = not active in a repeat.

Values run as follows: PP1 counter	Efflux pump mplx	procasp7 counter	proCasp3 act	core dimer inh	TPT1 inhibitor	PP5 primary	Fh CTSL1 inh	JMJD2C inh
O=C(NCc1ccccc1F)C1CCCN1C(=O)Nc1cccc(F)c1 (stereo unspecified)
    -3	0.1	1	2	-2	1	1.4	0	-11
O=C1CCCC/C=C\C[C@H](CC(=O)N(CCO)Cc2ccccc2)C(=O)NC[C@H](c2ccccc2)O1
    .	0.1	11	8	.	.	.	.	-3
CN(CC(O)CN1CCOCC1)S(=O)(=O)O (stereo unspecified)
    1&-4	0.1&-0.1	-14&-2	-2&-3	-2&0	2&-2	14*!	-2&1	1&-30
Cc1cc(=O)n2nc(N3CCCC3C(=O)NCc3ccccn3)sc2n1 (stereo unspecified)
    -1	0.0	19	-5	-6	-9	-3.8	1	-14
COc1cccc(-n2nnnc2SCC(=O)N2CCCc3ccccc32)c1
    -2	0.2	-9	-3	-4	1	6.0	9	4
CCC(=O)N(Cc1ccccc1)c1ccccn1
    -4	-0.1	7	2	1	-4	0.2	-1	-3
COc1cc(/C=N/NC(=O)c2ccc(N3CCCC3=O)cc2)ccc1O
    -3	-0.1	8	2	3	3	0.3	8	6
COCCN(C(=O)c1ccc(-c2ccc(Cl)cc2)o1)c1c(N)n(CC(C)C)c(=O)[nH]c1=O
    -3	-0.2	-1	7	.	.	4.2	.	2
CCC(c1nnnn1C(C)(C)C)N(Cc1ccco1)Cc1cc2cccc(C)c2[nH]c1=O (stereo unspecified)
    4	-0.1	3	5	7	1	3.8	1	9
CCOc1ccc(OCc2cccc(C(=O)N3CCOCC3)c2)cc1
    -1	0.0	-4	2	2	-1	1.9	-1	.
CC(=O)Nc1nonc1NC(=O)CSc1nc2ccccc2o1
    -4	-0.2	-3	-2	5	-1	-2.6	-7	0
O=C(CCN1C(=O)c2ccccc2C1=O)Nc1ccccn1
    -2	0.0	0	-6	4	0	-1.0	5	7
Cc1ccc(S(=O)(=O)N2CCN=C2SCc2ccccc2)cc1
    2	0.0	-4	2	4	-3	0.5	1	2
Cc1cnc([N+](=O)[O-])n1CCOC(=O)NC(=O)c1ccccc1Cl
    2	0.1	-3	9	0	-1	0.2	2	-8
CCOc1cc(/C=C2\CCCc3c2nc2ccccc2c3C(=O)O)ccc1OC
    6	-0.1	-20	-13	-3	-87	-0.2	10	-2
CC(C(=O)NC1CCCC1)N(C(=O)CS(=O)CC(=O)Nc1ccc(F)cc1)c1ccc2c(c1)OCCO2 (stereo unspecified)
    0	-0.2	0	5	-5	-1	-0.7	0	-7
CC[n+]1ccccc1/C=C1\Sc2ccc(C)cc2N1C
    4	0.3	-14	-16	-11	10	-0.9	3	4
CCO[C@@H]1OC(C(=O)NC2CC2)=C[C@H](C)[C@H]1CCCO
    3	-0.1	7	0	5	-1	1.4	-2	3
CC(C)(C)c1ccc(C(=O)NCc2nnc(SCC(=O)NCC3CCCO3)o2)cc1 (stereo unspecified)
    0	0.1	4	4	-15	-2	2.9	-3	-5
CCSc1nc2ccccc2n1Cc1ccccc1F
    -3	0.2	4	-5	2	-1	4.5	6	6
CC(C)(C)C(=O)Nc1cc(NC(=O)C(C)(C)C)cc(C(=O)NNC(=O)c2ccncc2)c1
    -2	0.1	5	9	-1	-1	1.5	-3	12
CCC(=O)NC(c1ccc(C)cc1)c1ccc2cccnc2c1O (stereo unspecified)
    1	-0.1	-1	8	17	0	0.4	-1	31
Cc1cc(C(F)(F)F)nc(SCCN2CCCCC2)c1C#N
    1	0.0	-2	1	-5	0	-0.7	0	23
CC(=O)N1CCN(CC(O)COc2ccc(S(=O)(=O)N3CCOCC3)cc2)CC1 (stereo unspecified)
    -2	-0.1	2	5	.	.	-0.5	.	-14
COC(=O)Cc1[nH]n(-c2nc3ccccc3s2)c(=O)c1C(C)=O
    1	0.0	-2	8	-2	7	1.2	-3	0
Cc1ccc(CNC(=O)Nc2ccc(Cl)cc2)cc1
    -4	0.0	9	-7	1	3	4.6	0	0

Grouped by structure: those above containing a halogen
Values run as follows: PP1 counter	Efflux pump mplx	procasp7 counter	proCasp3 act	core dimer inh	TPT1 inhibitor	PP5 primary	Fh CTSL1 inh	JMJD2C inh
O=C(NCc1ccccc1F)C1CCCN1C(=O)Nc1cccc(F)c1 (stereo unspecified)
    -3	0.1	1	2	-2	1	1.4	0	-11
COCCN(C(=O)c1ccc(-c2ccc(Cl)cc2)o1)c1c(N)n(CC(C)C)c(=O)[nH]c1=O
    -3	-0.2	-1	7	.	.	4.2	.	2
Cc1cnc([N+](=O)[O-])n1CCOC(=O)NC(=O)c1ccccc1Cl
    2	0.1	-3	9	0	-1	0.2	2	-8
CC(C(=O)NC1CCCC1)N(C(=O)CS(=O)CC(=O)Nc1ccc(F)cc1)c1ccc2c(c1)OCCO2 (stereo unspecified)
    0	-0.2	0	5	-5	-1	-0.7	0	-7
CCSc1nc2ccccc2n1Cc1ccccc1F
    -3	0.2	4	-5	2	-1	4.5	6	6
Cc1cc(C(F)(F)F)nc(SCCN2CCCCC2)c1C#N
    1	0.0	-2	1	-5	0	-0.7	0	23
Cc1ccc(CNC(=O)Nc2ccc(Cl)cc2)cc1
    -4	0.0	9	-7	1	3	4.6	0	0

Reprinted at random: 2 records from the list.
Values run as follows: PP1 counter	Efflux pump mplx	procasp7 counter	proCasp3 act	core dimer inh	TPT1 inhibitor	PP5 primary	Fh CTSL1 inh	JMJD2C inh
COC(=O)Cc1[nH]n(-c2nc3ccccc3s2)c(=O)c1C(C)=O
    1	0.0	-2	8	-2	7	1.2	-3	0
CC(C(=O)NC1CCCC1)N(C(=O)CS(=O)CC(=O)Nc1ccc(F)cc1)c1ccc2c(c1)OCCO2 (stereo unspecified)
    0	-0.2	0	5	-5	-1	-0.7	0	-7

Compound activity (PubChem BioAssay)
